hgDAF12 agonist = hgDAF-12 agonism, primary luciferase screen; HEK293 GAL4-hgDAF12 UAS-luciferase reporter, agonist luminescence; normalized to butyrate control; activation, % at 6.8 µM; AID 687014; actives 1.8% (n = 370,000);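 active = activation above a cutoff set at the mean of all screened compounds plus 3 SD, cut at about 10% in these data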;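 note: 0% = DMSO wells and 100% = sodium butyrate wells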
NPR1 activator = GC-A (human) enzyme activation; P16066; HEK293 GC-A cells, cGMP TR-FRET, EC30 ANP; 0% at EC30 ANP, 100% saturating ANP; activation, % at 10 µM; actives 0.14% (n = 370,000); AID 1671463; in the data active = activation above about 40%
sPLA2-III inh = Blocks human group III sPLA2 activity. QFRET BODIPY PC-A2 liposome hydrolysis, fluorescence. inhibition, % at 12.2 µM. actives 0.56% (n = 370,000);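 active = inhibition above mean plus 3 SD of compounds lying within the high and low control bounds, cut at about 19% in these data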;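 note: 0% = median of test compound wells and 100% = no enzyme DMSO wells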
Target sequence (Q9NZ20 whole entry, looked up): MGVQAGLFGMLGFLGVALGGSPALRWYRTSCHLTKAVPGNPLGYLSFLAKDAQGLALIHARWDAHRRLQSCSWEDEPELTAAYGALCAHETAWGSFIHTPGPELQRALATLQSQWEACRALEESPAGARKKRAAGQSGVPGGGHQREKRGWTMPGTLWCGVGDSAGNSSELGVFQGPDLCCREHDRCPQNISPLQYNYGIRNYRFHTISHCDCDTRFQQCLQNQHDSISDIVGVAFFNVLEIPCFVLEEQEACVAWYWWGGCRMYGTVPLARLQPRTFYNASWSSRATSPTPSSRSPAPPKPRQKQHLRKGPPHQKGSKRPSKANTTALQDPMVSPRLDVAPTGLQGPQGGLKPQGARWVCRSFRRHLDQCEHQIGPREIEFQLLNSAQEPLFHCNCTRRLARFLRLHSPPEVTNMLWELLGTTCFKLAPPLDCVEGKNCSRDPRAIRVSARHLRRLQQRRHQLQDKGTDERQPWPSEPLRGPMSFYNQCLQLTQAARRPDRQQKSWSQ
ssDAF-12 act = activators of S. stercoralis DAF-12 nuclear receptor; HEK293 ssDAF-12/GRIP1 lit1-tk-luc reporter, luminescence; % of 3 µM dafachronic acid response; activation, % at 6.8 µM; actives 1% (n = 370,000);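 active = activation above the mean over all tested compounds plus 3 SD, cut at about 0.9% in these data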;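 note: 0% = DMSO-only wells and 100% = 3 µM delta7-dafachronic acid wells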
GAA850 FXN act = activators of GAA850 frataxin (FXN) promoter. HEK293 lucGAA850 FXN promoter luciferase reporter, 24 h; percent of 10 µM SAHA response. activation, % at 6 µM. actives 0.56% (n = 360,000). AID 540364;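 active = activation above the average of all compounds screened plus 3 SD, cutoff fixed separately per campaign, cut at about 7.5% in these data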;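 note: 0% = DMSO wells and 100% = 10 µM SAHA wells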
NPR2 activator = GC-B (human) receptor activation. P20594. HEK293-GC-B cells, CNP EC30, cGMP TR-FRET; 0% at EC30 CNP, 100% saturating CNP. activation, % at 10 µM. actives 0.11% (n = 370,000);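 active = activation at 10 µM reaching about 35% in either raw or pattern-adjusted values, limit read from the data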
SMARCA2 activ = increases SMARCA2 function in MMTV reporter cells; MG213 cells, MMTV-luciferase reporter, dexamethasone, overnight; activation, % at 9.1 µM; actives 1% (n = 370,000); in the data active = activation above about 7.8%;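 note: 0% = vehicle wells and 100% = reference activator wells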
DAX1 inh-1 = NR0B1 (DAX1) inhibition | P51843 | HEK293 Gal4-DAX1 luciferase reporter, luminescence | inhibition, % at 6.75 µM | actives 0.99% (n = 340,000) | AID 504766;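 active = inhibition above the mean over all tested compounds plus 3 SD, cut at about 4.2% in these data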;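 note: 0% = DAX1-transfected cells with DMSO and 100% = empty-vector control cells with DMSO; inhibition shows as a rise in luminescence from relieved DAX1 repression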
Target sequence (P51843 207-470 limits assumed): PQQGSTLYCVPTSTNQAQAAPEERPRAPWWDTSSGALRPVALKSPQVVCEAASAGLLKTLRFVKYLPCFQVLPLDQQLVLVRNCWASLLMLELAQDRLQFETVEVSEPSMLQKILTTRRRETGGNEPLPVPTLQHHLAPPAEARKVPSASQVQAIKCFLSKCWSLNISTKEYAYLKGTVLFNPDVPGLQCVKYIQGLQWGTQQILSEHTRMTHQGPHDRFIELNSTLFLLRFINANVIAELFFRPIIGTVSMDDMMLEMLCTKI
ADAM10 inh = ADAM10 inhibition, QFRET primary screen; actives 0.62% (n = 370,000); inhibition, % at 7 µM; recombinant ADAM10, EDANS/DABCYL FRET peptide cleavage, 3 h; O14672;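 active = inhibition above a per-campaign cutoff equal to the mean of compounds falling between control-based bounds plus 3 SD, cut at about 20% in these data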;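 note: 0% = DMSO wells while the 100% control is not disclosed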
hcDAF-12 act = activates DAF-12 receptor from parasite H. contortus | activation, % at 6.8 µM | HEK293 hcDAF-12 lit1-tk-luc reporter, luminescence; 0% DMSO, 100% Δ7-dafachronic acid | actives 1.4% (n = 370,000);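 active = activation above the mean of all tested compounds plus 3 SD, cut at about 5.5% in these data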;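 note: 100% = response to 3 µM Δ7-dafachronic acid high control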
DAX1 inh-2 = blocks DAX1 repression of SF-1 activated StAR promoter; HEK293T StAR-luciferase reporter, SF-1/DAX-1 repression relief; inhibition, % at 6.8 µM; actives 1.1% (n = 370,000); AID 652010;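 active = inhibition above the mean over all tested compounds plus 3 SD, cut at about 3.6% in these data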;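 note: 0% = DAX-1 cells with DMSO and 100% = cells lacking DAX-1 with DMSO; higher inhibition means more luminescence from relief of DAX-1 repression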
* hit, by the source's call; / = no result given.

SMILES | hgDAF12 agonist | NPR1 activator | sPLA2-III inh | ssDAF-12 act | GAA850 FXN act | NPR2 activator | SMARCA2 activ | DAX1 inh-1 | ADAM10 inh | hcDAF-12 act | DAX1 inh-2
O=C(COc1ccc(Br)cc1)OCCN1CCCCC1 | 1.7 | -7 | -5 | -1.3 | 0.1 | 0 | -1 | 0.2 | 0 | -1.3 | 0.4
O=c1[nH]cc(-c2ccc(Br)cc2)n1Cc1ccccc1 | -1.0 | -6 | -29 | -0.9 | -0.2 | 0 | -3 | -1.0 | 0 | 0.5 | -0.2
O=C(Nn1c(Cc2ccccc2)nc2ccccc2c1=O)c1c(O)c2cccc3c2n(c1=O)CCC3 | 0.8 | 0 | 2 | -0.2 | 0.5 | 5 | -1 | 2.0 | 1 | 1.1 | -0.5
NC(=O)CN(N=Nc1cccc([N+](=O)[O-])c1)c1cccc([N+](=O)[O-])c1 | 1.7 | 5 | 0 | -1.4 | 1.4 | -1 | -1 | -1.4 | 1 | 1.1 | -0.8
Nc1ccn(Cc2ccccc2F)n1 | -3.7 | 2 | 0 | -0.9 | 0.6 | -3 | 5 | -0.6 | -5 | -0.8 | 1.1
NS(=O)(=O)c1ccc(CCNC(=O)C2CCCN2C(=O)c2cccs2)cc1 (centres undefined) | 1.9 | 1 | 13 | -1.1 | -0.1 | 3 | -4 | -0.5 | -5 | 0.4 | 0.4
O=[N+]([O-])c1ccc(Cl)c(S(=O)(=O)Nc2ccc3cn[nH]c3c2)c1 | -0.9 | 6 | -18 | -0.8 | 0.7 | 6 | -2 | -1.0 | 8 | 1.0 | -0.7
COc1cc(/C=N/n2cnnc2)ccc1OCc1ccc(C)cc1 | 12* | -4 | -2 | -0.5 | 5.6 | 0 | 1 | 0.6 | -45 | 1.2 | 1.1
CC(C)NC(=O)c1ccc2c(c1)N(CC(=O)Nc1ccccc1F)C(=O)C(C)(C)O2 | -1.7 | 2 | -3 | -1.7 | 0.9 | 7 | -3 | 1.5 | -1 | 0.1 | 0.5
COc1ccc(C(=O)NC2CCN(CC(=O)NCc3ccccc3)CC2)cc1 | -0.3 | -9 | 6 | -1.0 | 0.7 | -7 | -5 | -0.8 | 2 | 0.7 | 0.1
COc1ccc(/C=C/C(=O)Nc2cccc(S(=O)(=O)N3CCOCC3)c2)cc1OC | -2.7 | 0 | -13 | -1.2 | 0.0 | 1 | 0 | -1.3 | -108 | -3.0 | -3.7
S=C(NCc1ccco1)Nc1ccc(Cl)cc1Cl | 5.7 | 1 | 12 | -0.9 | 4.7 | 9 | 0 | 0.0 | 5 | 0.1 | 0.2
COc1ccc(S(=O)(=O)N2CCOCC2)cc1C(=O)Nc1cccc(C(=O)NC2CC2)c1 | -0.1 | -7 | 10 | -0.8 | -0.9 | 0 | -3 | 3.1 | -11 | -1.9 | 1.2
Clc1cccc(OCCN2CCN(CCOc3cccc(Cl)c3)CC2)c1 | -1.0 | -6 | -9 | -1.4 | 3.4 | -9 | 0 | 0.3 | 17 | 0.3 | -0.7
Cc1ccc(NC(=O)c2cc(S(=O)(=O)NCCc3ccccc3)ccc2F)cc1Cl | 2.0 | 1 | -28 | -1.3 | 1.1 | -2 | -1 | -0.5 | 23* | -2.8 | -0.4
CC1CC1C(=O)N1CCC(Oc2cccnc2)CC1 (centres undefined) | -4.5 | 1 | -1 | -1.5 | / | 2 | 1 | / | -2 | -3.2 | 0.2
COc1ccc(C(C)=NNS(=O)(=O)c2ccc(C)cc2)cc1OC | -2.6 | -5 | -1 | -0.8 | -0.4 | 1 | 1 | 1.7 | -10 | -1.1 | 1.5
COc1ccc(C)cc1S(=O)(=O)Nc1cccc(SC)c1 | -1.5 | -7 | -24 | -1.7 | 0.2 | -5 | -1 | -0.6 | 4 | -3.1 | 0.0
C/C(=N\NC(=O)C(=O)Nc1cccc(Cl)c1)c1ccncc1 | 0.7 | 6 | -2 | -1.2 | -0.6 | -2 | 0 | -0.8 | 0 | -0.3 | -0.3
Cc1noc(C)c1COC(=O)CCC(=O)c1ccc(F)cc1 | -0.5 | -1 | -4 | -1.1 | -1.5 | -1 | -1 | 0.0 | 2 | 0.3 | -0.1
O=c1c(S(=O)(=O)c2ccc(Cl)cc2)cn(Cc2ccccc2)c2ccc(F)cc12 | 2.6 | -1 | 1 | -1.5 | -0.6 | 4 | 4 | -0.3 | 4 | -1.4 | -0.1
CCCS(=O)(=O)NC(=O)C1(C)CCCN(C(=O)c2ccnc(Cl)c2)C1 (centres undefined) | -1.6 | 4 | -2 | -1.1 | 1.2 | -1 | 1 | / | 0 | -1.3 | -0.2
CCNC(=O)CCSc1nc(C)cc(C)n1 | 1.2 | -1 | -2 | -0.6 | 0.9 | 2 | 0 | -0.8 | 8 | 1.5 | 0.2
Cc1nc2sccn2c(=O)c1Cl | -0.8 | 2 | 4 | -2.0 | -3.1 | 3 | 0 | -1.1 | -4 | 3.9 | 0.1
COc1ccc(NS(=O)(=O)c2ccc(O)c(NS(=O)(=O)c3ccc(NC(C)=O)cc3)c2)cc1 | 1.4 | 1 | -14 | -0.3 | 0.7 | 2 | 3 | 0.4 | 7 | -0.8 | -0.8
COc1ccc(NC(=O)COc2cccc(-n3cnnn3)c2)cc1Cl | 1.0 | -1 | 8 | -0.8 | -0.9 | -1 | 1 | -1.2 | -10 | -1.1 | -3.2
CC(C)CN(CCC(=O)O)CC(C)C | 3.1 | 2 | 6 | -0.7 | -3.9 | 7 | -2 | 1.3 | -3 | 0.9 | 0.0
COc1cc(/C=N/NC(=O)c2ccncc2)ccc1OC(=O)c1cccc(Br)c1 | -0.4 | 3 | -20 | -0.5 | 0.7 | 12 | 0 | -0.8 | 11 | -0.9 | 0.2
CCOC(=O)C1=C(C)NC2=C(C(=O)CCC2)C1c1cccs1 (centres undefined) | -0.6 | -5 | 1 | -0.9 | -0.8 | 0 | 1 | -0.8 | -86 | -2.4 | -0.9
COc1ccc(N(CC(=O)NC(C)C)S(=O)(=O)c2ccc(NC(C)=O)cc2)cc1 | 1.1 | -4 | 1 | -1.9 | 3.5 | -2 | 0 | 0.2 | 4 | 1.6 | -1.0
CCC(C)SCC(=O)Nc1ccc(S(=O)(=O)N2CCOCC2)cc1OC (centres undefined) | 0.0 | 1 | 4 | -1.8 | -0.6 | 3 | -2 | -0.7 | -1 | 2.7 | -0.1
COc1ccc(CNC(=O)C[C@H]2C(=O)N(C3CCCCC3)C[C@@H]2Cc2ccccc2)cc1 | -2.9 | -11 | 3 | -0.3 | 0.3 | -5 | 0 | -0.1 | -8 | -1.3 | -0.3
CCN1CCN(c2ccc(NC(=O)c3ccc(F)cc3)cc2Cl)CC1 | -1.2 | 0 | -2 | -1.4 | 2.0 | -1 | 0 | 0.1 | 4 | -2.2 | -0.2
CCOC(=O)c1c(CNc2ccncc2)n(C)c2cc(Br)c(O)cc12 | -0.2 | 2 | 7 | -1.4 | 1.0 | -4 | -2 | -0.6 | -2 | -0.6 | -0.5
CC(Sc1nc(-c2ccc(F)cc2)cs1)C(=O)Nc1ccc(Cl)cn1 (centres undefined) | 4.7 | -5 | -6 | -1.1 | 2.7 | 1 | 2 | 1.0 | 5 | -1.1 | -0.8
CCC(C)c1ccc(NC(=S)N2CCN(S(C)(=O)=O)CC2)cc1 (centres undefined) | 0.5 | 2 | 0 | -1.2 | 0.0 | 1 | 1 | 2.8 | 1 | 0.0 | -1.2
O=C(/C=C/c1cccs1)NCc1ccc2c(c1)OCO2 | 3.7 | 0 | 3 | -0.9 | 0.2 | 1 | 0 | 2.6 | -2 | 1.5 | 0.3
CCc1ccc(OCC2Cn3c(nc4c3c(=O)[nH]c(=O)n4C)O2)cc1 (centres undefined) | 0.7 | -1 | 2 | -1.7 | -0.5 | -7 | -3 | 0.4 | 3 | -1.9 | -0.2
Fc1ccccc1CSc1nc2ncc(Br)cc2[nH]1 | 6.1 | -8 | -14 | -0.1 | 2.1 | -6 | 7 | 0.2 | -6 | 1.8 | 0.9
N#Cc1ccc(-c2ccc(F)cc2)nc1Oc1ccc(F)cc1 | -0.3 | 5 | 6 | -0.6 | 1.1 | 4 | 5 | 1.5 | 13 | -1.2 | -0.9

Among those listed so far, two contain a nitro group on carbon:
SMILES | hgDAF12 agonist | NPR1 activator | sPLA2-III inh | ssDAF-12 act | GAA850 FXN act | NPR2 activator | SMARCA2 activ | DAX1 inh-1 | ADAM10 inh | hcDAF-12 act | DAX1 inh-2
NC(=O)CN(N=Nc1cccc([N+](=O)[O-])c1)c1cccc([N+](=O)[O-])c1 | 1.7 | 5 | 0 | -1.4 | 1.4 | -1 | -1 | -1.4 | 1 | 1.1 | -0.8
O=[N+]([O-])c1ccc(Cl)c(S(=O)(=O)Nc2ccc3cn[nH]c3c2)c1 | -0.9 | 6 | -18 | -0.8 | 0.7 | 6 | -2 | -1.0 | 8 | 1.0 | -0.7

Molecules listed so far that have bromine:
SMILES | hgDAF12 agonist | NPR1 activator | sPLA2-III inh | ssDAF-12 act | GAA850 FXN act | NPR2 activator | SMARCA2 activ | DAX1 inh-1 | ADAM10 inh | hcDAF-12 act | DAX1 inh-2
O=C(COc1ccc(Br)cc1)OCCN1CCCCC1 | 1.7 | -7 | -5 | -1.3 | 0.1 | 0 | -1 | 0.2 | 0 | -1.3 | 0.4
O=c1[nH]cc(-c2ccc(Br)cc2)n1Cc1ccccc1 | -1.0 | -6 | -29 | -0.9 | -0.2 | 0 | -3 | -1.0 | 0 | 0.5 | -0.2
COc1cc(/C=N/NC(=O)c2ccncc2)ccc1OC(=O)c1cccc(Br)c1 | -0.4 | 3 | -20 | -0.5 | 0.7 | 12 | 0 | -0.8 | 11 | -0.9 | 0.2
CCOC(=O)c1c(CNc2ccncc2)n(C)c2cc(Br)c(O)cc12 | -0.2 | 2 | 7 | -1.4 | 1.0 | -4 | -2 | -0.6 | -2 | -0.6 | -0.5
Fc1ccccc1CSc1nc2ncc(Br)cc2[nH]1 | 6.1 | -8 | -14 | -0.1 | 2.1 | -6 | 7 | 0.2 | -6 | 1.8 | 0.9
